Source: PubChem (several laboratories)
GPR55 activation – selective activators of receptor GPR55 – imaging, U2OS cells, beta-arrestin-GFP redistribution, primary screen (AID 1961); activation, % at 10 µM, or EC50 in µM where a hit was titrated; 0.048% of 290,000 active; U2OS GPR55 beta-arrestin-GFP redistribution imaging; higher % means a stronger effect;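 active means activation above 40% with more than 50 cells counted in the well; inconclusive means wells holding fewer than 50 cells, flagged as toxic or sparse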;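 further: U2OS osteosarcoma cells stably expressing GPR55 and beta-arrestin-GFP; plate controls were DMSO negative control for no effect and LPI positive control for full effect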
KOR beta-arrestin-1 – kappa opioid receptor blockers – cell-based, luminescence, uHTS (AID 1778); KOR beta-arrestin recruitment, luminescence, antagonist mode; higher % means a stronger effect; inhibition, % at 10 µM; hits with a dose series show IC50 in µM; 0.091% of 290,000 active; in the data active means inhibition above about 50%; further: strong numbers were not always called active
K1F lysis inhibition – inhibition of K1F phage lysis, E. coli UTI89, bacterial capsule biogenesis inhibitors, alamar blue (AID 488966). inhibition, % at 100 µM; hits with a dose series show IC50 in µM. 0.02% of 340,000 active. E. coli UTI89 K1F phage lysis, alamar blue, 2 h; higher % means a stronger effect;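 active means phage lysis inhibition, versus mean bacterial control, above a set limit; inconclusive means no clear call, values can overlap the other calls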;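 further: capsule biogenesis inhibitors block K1F phage lysis so surviving cells raise fluorescence; higher fluorescence means more inhibition of phage lysis; actives were called in the ten point dose series up to 300 µM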
GPR35 arrestin U2OS – GPR35 antagonists blocking zaprinast-driven arrestin recruitment, primary screen, imaging, U2OS, beta-arrestin-GFP, zaprinast agonist (AID 2058); 0.052% of 290,000 active; U2OS GPR35 beta-arrestin-GFP translocation imaging, zaprinast antagonism; higher % means a stronger effect; one-dose inhibition, % at 10 µM; IC50 in µM for titrated hits;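 active means inhibition of at least 50% with at least 30 cells and total cytoplasm GFP at most 10,000,000; inconclusive means under 30 cells or total GFP of 10,000,000 plus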
NTR1 ag – agonists of NTR1, primary screen, imaging, U2OS cells, beta-arrestin-GFP, high content (AID 493036) | activation, % at 20 µM | 0.17% of 330,000 active | NTR1-U2OS beta-arrestin-GFP spot imaging, agonist mode | P30989;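 active means activation at or above 40% of the spot to cytoplasm intensity ratio, with at least 20 cells analyzed; inconclusive means wells under 20 cells, flagged as cytotoxic or low count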;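 further: 0% = DMSO without peptide and 100% = 100 nM NTR1 peptide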
Target sequence (P30989 whole entry, looked up): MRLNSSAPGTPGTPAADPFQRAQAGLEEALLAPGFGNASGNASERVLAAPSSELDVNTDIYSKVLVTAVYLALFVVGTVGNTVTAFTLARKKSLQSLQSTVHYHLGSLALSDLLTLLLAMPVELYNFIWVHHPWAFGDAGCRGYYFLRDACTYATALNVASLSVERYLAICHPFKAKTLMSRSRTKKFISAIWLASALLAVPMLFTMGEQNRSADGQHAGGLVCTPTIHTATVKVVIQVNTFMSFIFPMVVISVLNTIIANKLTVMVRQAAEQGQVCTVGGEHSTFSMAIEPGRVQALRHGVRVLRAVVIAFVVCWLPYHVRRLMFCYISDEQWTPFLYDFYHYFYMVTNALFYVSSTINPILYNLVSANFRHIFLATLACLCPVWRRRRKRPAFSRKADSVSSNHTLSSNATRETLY
KOR beta-arrestin-2 – kappa opioid receptor activators – cell-based, luminescence, uHTS, primary screen (AID 1777); activation, % at 10 µM; hits with a dose series show EC50 in µM; 0.02% of 280,000 active; KOR beta-arrestin recruitment, luminescence; higher % means a stronger effect; in the data active means activation above about 50%, passing the limit was not always enough; further: a part of the inactive calls stands beside numbers as strong as those of hits
GPR55 antagonists – inhibition of LPI-stimulated GPR55 beta-arrestin translocation – imaging, U2OS, beta-arrestin-GFP, LPI agonist, primary screen (AID 2013); U2OS GPR55 beta-arrestin-GFP translocation imaging, LPI antagonism; higher % means a stronger effect; inhibition, % at 10 µM, or IC50 in µM where a hit was titrated; 0.13% of 290,000 active;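 active means spots per cell inhibited over 60%, with over 100 cells counted and total cytoplasm intensity under 500,000; inconclusive means wells with under 100 cells, flagged as likely toxic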;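 further: U2OS cells stably carrying GPR55 and arrestin-GFP stimulated by 5 µM LPI near EC80; imaged beta-arrestin-GFP aggregate spots per cell after agonist stimulation; plate controls were LPI-stimulated DMSO wells for no effect and DMSO wells without LPI for full effect; some results filed as inactive read as strong as hits; confirmed hits need IC50 under 10 µM and bright autofluorescent wells are also inconclusive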
NOD1 inhibition – inhibition of NOD1-driven NF-kB reporter – cell-based, luminescence, uHTS, primary screen (AID 1578); NOD1-driven NF-kB luciferase reporter cells, luminescence; higher % means a stronger effect; inhibition, % at 4 µM; hits with a dose series show EC50 in µM; 1% of 290,000 active; in the data active means inhibition mostly above about 36%, no sharp cut-off; inactive means mostly below about 34%;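 further: HEK-293T reporter cells stimulated with the NOD1 agonist gamma-tri-DAP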
Rac1 GTP hydrolysis – MgcRacGAP GTPase-activating activity inhibitors, confirmation, biochemical, ADP Hunter fluorescence | MgcRacGAP-stimulated Rac1 GTP hydrolysis, ADP Hunter fluorescence; higher % means a stronger effect; GST-tagged Rac1 F28L mutant substrate | one-dose inhibition, % at 30 µM; IC50 in µM for titrated hits | 0.6% of 340,000 active;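 active means first-screen hits whose inhibition reached a set limit at any dose in the follow-up dose series; inconclusive means inhibition above the set first-screen limit but never retested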;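 further: fluorescence reports GDP produced by GAP-driven GTP hydrolysis; strong numbers were not always called active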
NTR1 ag cell count 20 µM – recorded beside NTR1 ag, whose call it bears; cell count; measured here: cell count, cytotoxicity flag
* hit, by the source's call; ? = inconclusive; · = not tested or not shown; [ ] = another dose, or the depositor's remark. A portion of the library; the hit share may differ from the screen's.

A first look (3 entries):
SMILES	GPR55 activation	KOR beta-arrestin-1	K1F lysis inhibition	GPR35 arrestin U2OS	NTR1 ag	NTR1 ag cell count 20 µM	KOR beta-arrestin-2	GPR55 antagonists	NOD1 inhibition	Rac1 GTP hydrolysis
Nn1c(SCC(=O)Nc2cc(C(F)(F)F)ccc2Cl)nncc1=O	0.3%	-13%	0.0%	-7%	-0.6	61	3.1%	-11%	-41%	8%
CCOc1ccc(Cl)cc1S(=O)(=O)n1cnc2cc(C)c(C)cc21	-0.2%	-36%	0.1%	-7%	12	80	4.4%	-13%	10%	4%
COCCNC(=O)C(=O)Nc1cccc(Br)c1	0.0%	-7%	0.3%	-5%	-1.1	45	-1.4%	10%	-33%	3%

This part in full (from the top)
SMILES	GPR55 activation	KOR beta-arrestin-1	K1F lysis inhibition	GPR35 arrestin U2OS	NTR1 ag	NTR1 ag cell count 20 µM	KOR beta-arrestin-2	GPR55 antagonists	NOD1 inhibition	Rac1 GTP hydrolysis
Nn1c(SCC(=O)Nc2cc(C(F)(F)F)ccc2Cl)nncc1=O	0.3%	-13%	0.0%	-7%	-0.6	61	3.1%	-11%	-41%	8%
CCOc1ccc(Cl)cc1S(=O)(=O)n1cnc2cc(C)c(C)cc21	-0.2%	-36%	0.1%	-7%	12	80	4.4%	-13%	10%	4%
COCCNC(=O)C(=O)Nc1cccc(Br)c1	0.0%	-7%	0.3%	-5%	-1.1	45	-1.4%	10%	-33%	3%
CC(=O)c1cccc(S(=O)(=O)NC2CCSc3ccccc32)c1 (stereo not given)	-0.2%	-19%	-0.3%	-2%	0.7	45	-1.8%	12%	-29%	6%
O=[N+]([O-])c1ccc([N+](=O)[O-])c(Nc2ccc(N3CCOCC3)cc2)c1	0.6%	-2%[20 µM]	-0.4%	1%	1.2	36	-3.4%	-12%	-4%	2%
CCOC(=O)c1ccc(NC(=O)CN2CCN(C(=O)c3ccco3)CC2)cc1	0.0%	12%	-0.4%[50 µM]	-2%	0.0	76	-2.7%	-13%	-9%	3%
O=C1CCCN1c1ccc(S(=O)(=O)N2CCC(c3ccccc3)CC2)cc1	-0.2%	24%	3.3%	1%	6.3	72	-0.4%	1%	18%	10%
CCN(CC)c1ccc(/C=N/NC(=O)c2ccc3nc[nH]c3c2)cc1	-0.2%	9%	-0.3%	0%	1.4	42	-1.3%	-20%	-3%	23%
O=C(NCCCn1ccnc1)c1ccc(Br)s1	0.9%	16%	-0.1%	0%	0.9	74	-4.7%	8%	-17%	6%
Cc1cc(C)c2c(c1)/C(=C/C(=O)c1ccc(Br)s1)C(=O)N2	0.3%	11%	0.1%	-3%	58*	50*	-3.5%	10%	9%	4%
COCCCN=CC1=C(O)CC(C)(C)CC1=O	-0.1%	-13%	-0.6%	7%	1.1	66	1.5%	7%	-2%	3%
CC(C)S(=O)(=O)c1csc(C(=O)NN)c1Cl	-0.3%	12%	·	-13%	0.0	53	0.5%	-6%	-8%	·
O=C(Cc1cccs1)Nc1cccc(-c2ccc3nncn3n2)c1	0.5%	3%	-0.1%	-1%	2.6	62	-5.2%	-6%	-20%	-10%
Cc1ccc(-n2c(=O)cc(N3CCCCCC3)[nH]c2=O)cc1	-0.5%	21%	-1.9%	-11%	-2.6	49	2.8%	-4%	-40%	5%
CCOC(=O)Cc1csc(N/N=C/c2cccc([N+](=O)[O-])c2)n1	-0.4%	-63%	0.1%	3%	1.8	39	7.2%	-4%	42%	3%
CCCC(C)c1nc(C(N)=O)c2[nH]c(=O)n(-c3ccc(OC)c(OC)c3)c2n1 (stereo not given)	0.2%	-36%	0.4%	9%	0.4	49	-0.7%	-6%	-12%	6%
Cc1cc(=O)[nH]c(SCC(=O)c2c(N)n(C)c(=O)n(C)c2=O)n1	-0.1%	19%	0.6%	6%	0.6	65	-3.5%	4%	11%	15%
Cc1ccc2c(Cl)cc(Cl)c(OCC(=O)O)c2n1	-0.1%	-44%	0.2%	-1%	1.5	55	-4.3%	-13%	0%	3%
O=C1NC(c2ccccc2O)Nc2ccccc21 (stereo not given)	-0.4%	-23%[20 µM]	0.6%	-5%	-0.5	52	8.8%	-6%	-11%	3%
O=C(CSc1nc2ccccc2c(=O)n1Cc1ccccc1)NCc1ccco1	-0.2%	19%	-0.2%	7%	4.7	73	2.8%	4%	11%	6%
COc1ccc(N2C(=O)[C@@H]3[C@H](C2=O)[C@H](C(=O)c2ccc(OC(C)=O)cc2)N2N=CC=C[C@@H]32)cc1	0.1%	-5%	·	-4%	0.5	89	-5.4%	9%	-35%	·
O=C(Cn1nnc2ccccc2c1=O)N[C@@H](Cc1c[nH]c2ccccc12)C(=O)O	0.0%	·	0.3%	-14%	-0.8	67	-3.4%	10%	-22%	8%
Cc1nc(-c2coc3cc(OCC(=O)O)ccc3c2=O)cs1	-0.1%	-37%	4.1%	5%	1.1	76	8.3%	-6%	22%	-1%
C=CCn1c(=NC(=O)c2cccc(N3C(=O)CCC3=O)c2)sc2cccc(OC)c21	0.2%	-17%	-0.3%[50 µM]	-9%	47*	45*	2.6%	8%	0%	9%
CC1(C)COC(c2ccc(F)c([N+](=O)[O-])c2)=N1	-0.2%	-7%	0.3%[50 µM]	13%	13	45	-3.5%	7%	-11%	-4%
CC(C)[C@H](NC(=O)NCc1cccs1)C(=O)O	-0.2%	-5%	3.6%	-12%	-1.0	37	6.0%	-1%	10%	6%
O=C(NNS(=O)(=O)c1ccc(Cl)cc1)NC1CCCCC1	0.0%	6%	0.1%	14%	-0.3	66	0.8%	0%	5%	-3%
CC(C)(C)C1COc2ccccc2N1C(=O)c1ccccc1Cl (stereo not given)	-0.1%	22%	-0.1%	0%	3.1	94	-4.1%	18%	12%	7%
CCOc1cccc(-c2nnc3sc(-c4cccs4)nn23)c1	-0.2%	-17%	1.3%	5%	2.5	74	38%	-1%	-36%	5%
COc1ccc(CC(NC(C)=O)C(=O)NC2CCN(c3ncccc3[N+](=O)[O-])CC2)cc1 (stereo not given)	0.1%	-9%	0.1%	-6%	-0.1	34	-1.6%	-2%	-42%	3%
Cc1nc(Cl)c(Cl)n1CCOc1ccccc1	-0.1%	-5%	·	-3%	-0.2	42	5.1%	14%	0%	·
CC(=O)N(c1nnc(-c2cccc(C)c2)s1)C1CCCC1	0.8%	-31%[20 µM]	-0.5%	-2%	1.9	47	·	1%	57%	-6%
O=C(O)c1cccc(NC2=C(N3CCOCC3)C(=O)c3ccccc3C2=O)c1	0.2%	-2%	1.2%	11%	0.8	60	-0.7%	11%	-7%	-1%
CC1CN(Cc2nc3c(c(=O)[nH]c(=O)n3C)n2CC(N)=O)CC(C)O1 (stereo not given)	-0.2%	·	0.5%	-2%	0.3	85	·	4%	-14%	1%
COc1ccc(C(=O)C[n+]2ccc3c(c2)nc(-c2cc(OC)c(OC)cc2OC)n3C)cc1	0.4%	42%	-0.2%	-5%	-0.1	58	-1.7%	8%	-2%	1%
CCCc1nc2nc(C)c(NS(=O)(=O)c3ccc(Cl)cc3)c(=O)n2[nH]1	0.1%	-13%	0.0%	14%	0.4	48	1.4%	0%	-13%	5%
CCn1c(SCC(=O)Nc2nc(-c3ccccc3)cs2)nc2c1c(=O)n(C)c(=O)n2C	-0.1%	-16%	3.7%	0%	6.4	45	38%	-6%	-13%	4%
COc1ccc(CNC(=O)c2ccc(Cn3nc(C)c([N+](=O)[O-])c3C)o2)cc1	-0.1%	-62%[20 µM]	0.0%	10%	1.1	31	·	2%	-12%	6%
COc1ccc(C(=O)OCC(=O)Nc2cc(C)c(C)cc2[N+](=O)[O-])cc1	0.2%	13%	-0.2%	12%	8.8	97	48%	10%	-12%	5%
COc1ccc(/C=N\NC(=O)c2ccccc2[N+](=O)[O-])cc1COc1c(F)c(F)c(F)c(F)c1F	-0.1%	-21%	0.5%[50 µM]	-2%	5.7	75	1.0%	17%	8%	10%
CCOC(=O)c1sc(N(C)C)nc1-c1ccccc1	0.7%	-25%	1.2%	-14%	2.1	50	-0.1%	1%	-19%	4%
CCN1CC(CN(C)Cc2cn(-c3ccc(C)cc3)nc2-c2ccc(F)cc2)CC1=O (stereo not given)	0.2%	10%[20 µM]	7.0%	18%	4.3	73	·	6%	-35%	18%
CN(C)c1ccc(NC(=O)CN2CCC(O)(c3ccccc3)CC2)cc1	-0.1%	-23%	0.3%	-8%	-0.3	71	3.8%	1%	-15%	?
CC(C)CC(c1nnnn1CC1CCCO1)N1CCN(c2nc3ccccc3s2)CC1 (stereo not given)	-0.2%	3%	0.1%	2%	·	·	6.6%	-8%	-6%	9%
[O-][n+]1ccccc1SC/C=C/c1ccccc1	-0.3%	-4%	0.3%	-8%	-0.9	84	-2.3%	9%	-49%	-1%

Reprinted at random: 3 compounds from above.
SMILES	GPR55 activation	KOR beta-arrestin-1	K1F lysis inhibition	GPR35 arrestin U2OS	NTR1 ag	NTR1 ag cell count 20 µM	KOR beta-arrestin-2	GPR55 antagonists	NOD1 inhibition	Rac1 GTP hydrolysis
Cc1nc(Cl)c(Cl)n1CCOc1ccccc1	-0.1%	-5%	·	-3%	-0.2	42	5.1%	14%	0%	·
CCn1c(SCC(=O)Nc2nc(-c3ccccc3)cs2)nc2c1c(=O)n(C)c(=O)n2C	-0.1%	-16%	3.7%	0%	6.4	45	38%	-6%	-13%	4%
CCCc1nc2nc(C)c(NS(=O)(=O)c3ccc(Cl)cc3)c(=O)n2[nH]1	0.1%	-13%	0.0%	14%	0.4	48	1.4%	0%	-13%	5%

(further entries)
SMILES	GPR55 activation	KOR beta-arrestin-1	K1F lysis inhibition	GPR35 arrestin U2OS	NTR1 ag	NTR1 ag cell count 20 µM	KOR beta-arrestin-2	GPR55 antagonists	NOD1 inhibition	Rac1 GTP hydrolysis
COc1ccc(S(=O)(=O)N(CC(=O)NCc2ccco2)c2ccc(C)cc2)cc1OC	-0.1%	-43%	-0.2%	9%	-0.4	54	7.3%	-12%	28%	3%
O=C(Nc1cccc([N+](=O)[O-])c1)C1C2CC/C=C\CCC21 (stereo not given)	0.4%	23%	-0.7%	9%	-1.0	56	-1.0%	11%	-2%	11%
COc1ccc(C(=O)NN2C(=O)C3C4C=CC(O4)C3C2=O)cc1 (stereo not given)	-0.1%	8%	1.2%	10%	1.7	53	-3.2%	4%	·	14%
Cc1ccccc1CC(=O)NC1CCN(C)CC1	0.8%	-22%	0.2%	-5%	-0.4	67	3.0%	3%	-14%	16%
CC1CCCN(c2ccc(N)cc2C(N)=O)C1 (stereo not given)	0.1%	7%	0.2%	-2%	-0.5	95	5.7%	-4%	28%	?
